AmpC det inh = blocks E. coli AmpC beta-lactamase in presence of detergent; P00811; purified AmpC, nitrocefin hydrolysis with detergent; Potency, µM (titrated, usually from 28.7 µM), for inactives: at the highest dose activity change, negative = inhibition; actives 0.09% (n = 71,000); active = well fitted curve in the direction sought with a large enough effect
Target sequence (P00811 whole entry, looked up): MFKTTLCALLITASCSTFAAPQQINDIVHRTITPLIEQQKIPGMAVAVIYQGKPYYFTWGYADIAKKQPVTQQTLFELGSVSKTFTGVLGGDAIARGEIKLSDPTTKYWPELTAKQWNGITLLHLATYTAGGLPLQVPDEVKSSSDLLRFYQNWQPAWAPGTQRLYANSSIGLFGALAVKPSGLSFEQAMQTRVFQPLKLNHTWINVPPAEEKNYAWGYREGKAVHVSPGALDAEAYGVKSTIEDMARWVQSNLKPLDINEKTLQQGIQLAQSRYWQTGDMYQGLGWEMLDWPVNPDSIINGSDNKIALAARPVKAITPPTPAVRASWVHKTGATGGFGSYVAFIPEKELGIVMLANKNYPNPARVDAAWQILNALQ
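E. coli AmpC (5.3 nM) in 20 mM phosphate pH 7.0 with 0.01% Triton X-100, preincubated 15 min RT with compound; nitrocefin (2 uL of 800 uM stock) hydrolysis followed by 480 nm absorbance every 20 s over 4 min.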
Numbers without * were called inactive; [ ] = remark or other dose. % is scaled to controls: 0 for no effect and ±100 for the full control effect; potency is read from the fitted curve at half-maximal effect. A portion of the library, so the mix of outcomes need not match the whole.

SMILES | AmpC det inh
COc1ccc(N=C(N(C)C)P(=O)(N(C)C)N(C)C)cc1 | -14%
CCOC(=O)Nc1ccc2c(c1)nc(CN1CCOCC1)n2C | 0%
Cc1ccc(CN2C(=O)CCC2C(=O)NCCCN2CCC(C)CC2)cc1 (centres undefined) | -1%
CC(NC(=O)CSc1ncnc2nc[nH]c12)c1ccccc1 (centres undefined) | -1%
O=C1CC(C(=O)NCc2ccccc2)C2(CCCC2)O1 (centres undefined) | -1%
Cc1noc(C)c1COc1ccc(C(=O)OCC(=O)c2ccc3c(c2)OCCO3)cc1 | 1%
COc1cc(OC)c(C(=O)CCCCN2CCC3(CC2)NC(=O)NC3=O)cc1NS(=O)(=O)c1ccc(C(F)(F)F)cc1 | -6%
O=C(OCC(=O)N1CCN(C(=O)c2ccco2)CC1)c1ccccc1C(=O)c1ccc(Cl)cc1 | -4%
CCOC(=O)C1=C(C)OC(N)=C(C#N)C1c1cc2c(cc1Br)OCO2 (centres undefined) | -7%
Cc1c(C(=O)Nc2ccncc2)sc2nc(-c3ccccc3)cn12 | 12%
Cc1cc(NC(=O)c2noc3c2CCCC3)nn1Cc1ccc(Cl)cc1 | 2%
CCOC(=O)N1CCC(NC(=O)C2CCN(C(=O)N3CCOc4ccccc43)CC2)CC1 | -4%
CCOc1cc(C2C(C(=O)OC)=CN(C3CCCC3)C=C2C(=O)OC)cc(Br)c1O | 0%
O=C(COC(=O)c1cccc(S(=O)(=O)N2CCc3ccccc32)c1)NC1CCS(=O)(=O)C1 (centres undefined) | 3%
O=C(CSc1nnc(Cc2cccs2)n1Cc1ccco1)Nc1ccc(Cl)cc1Cl | -5%
c1ccc2c(c1)CCN(c1ncnc3nc[nH]c13)C2 | 11%
CCc1nnc(NC(=O)C2CC(=O)N(c3ccc(C)cc3)C2)s1 (centres undefined) | -3%
O=C(Cc1ccc(Cl)cc1)NCCN1CCCC1 | 16%
O=C(NCc1cccs1)C1CCN(c2nccs2)CC1 | -5%
Nn1cnnc1SCC(=O)Nc1ccc2c(c1)OCCO2 | 2%
CCOC(=O)c1sc(=S)n(CC)c1NC(=O)C1CC1 | -1%
N#CC1=C(O)C(c2ccccc2)n2c1nc(=O)c1ccccc12 (centres undefined) | 9%
Cc1sc(NC(=O)CCCC(=O)O)c(C#N)c1C | 0%
N#C/C(=C\c1ccc[nH]1)S(=O)(=O)c1ccccc1 | -6%
O=C(Nc1nnc(CCc2ccccc2)s1)c1cccs1 | -2%
O=C(N1CCCCCC1)N1CCN(C(=O)N2CCCCC2)CC1 | 1%
CCCCCC[C@@H]([C@H](C)O)n1cnc2c(N)ncnc21 | -2%
Cc1sc2ncnc(NCCCn3ccnc3)c2c1C | 4%
CCCn1c(C)nc2c(N(CCN(C)C)Cc3ccccc3)nc(C)nc21 | 11%
COc1ccc(C(=O)CCC(=O)N2CCN(c3ccc(N4CCOCC4)nn3)CC2)cc1 | 10%
CCCCOc1ccccc1C1C(C(=O)OC)=CN(CC)C=C1C(=O)OC | 14%
COc1cccc(C2=NOC(C(=O)NCC3CCCO3)C2)c1 (centres undefined) | -3%
O=c1[nH]c(SCc2ccc(Cl)cc2)nc2c1CCC2 | 0%
O=C(O)CCC1=C2c3ccccc3CCN2C(=O)CC1 | -7%
Cc1ccc(O)c(C(=O)CC(=O)c2cccc(F)c2)c1 | -1%
CN(c1ccccc1C(=O)N1CCCC1)S(C)(=O)=O | -4%
CCOC(=O)C1=C(C)NC(=O)NC1c1ccoc1 (centres undefined) | -5%
CCOc1ccc(S(=O)(=O)n2c(C)nc3ccccc32)cc1 | 14%
CCOC(=O)NC(Nc1cc(C)ccn1)(C(F)(F)F)C(F)(F)F | 6%
Cc1ccc(NC(=O)NC2CCN(CC(=O)Nc3nccs3)CC2)cc1 | 0%
Cc1cc(-c2nnc(SCc3cccnc3)o2)no1 | 0%
COc1cc2c(cc1OC)C1Cc3ccc(OC)c(OC)c3CN1CC2 (centres undefined) | 8%
CNC(C)(C)Cc1ccccc1 | 0%[12.8 µM]
Cn1c(SCC(=O)NCC2CCCO2)nc2c([nH]c3ccccc32)c1=O (centres undefined) | -3%
COCCN1C(=O)C(O)=C(C(C)=O)C1c1ccc(F)cc1 (centres undefined) | 11%
Cc1nn(C)c(N)c1C(O)(c1nccn1C)C(F)(F)F (centres undefined) | 15%
CCCC(C(=O)NC1CCCC1)N(CC1CCCO1)C(=O)c1snc(C(N)=O)c1N (centres undefined) | -2%
O=C(Nc1sccc1C(=O)N1CCOCC1)c1cccnc1 | 5%
O=C(CCn1nc(-c2ccccc2)c2ccccc2c1=O)NCC1CCCO1 (centres undefined) | -5%
CCCN1C2CCCC1CC(NC(=O)c1ccccc1OCC)C2 (centres undefined) | 12%
COc1ccc(NC(=O)N2CC3(CCN(C(C)=O)CC3)C2)cc1 | -1%
CCOC(=O)C1CCCN(c2c(NCCCN(CC)c3ccccc3)c(=O)c2=O)C1 (centres undefined) | 25%
O=C(COc1ncnc2c(Cl)cc(Cl)cc12)N1CCCCC1 | -5%
CC1=c2c(oc3cc(O)c(Nc4c(C)cc(O)cc4O)c(C)c23)=CC(=O)C1=Nc1c(C)cc(O)cc1O | -2%[5.75 µM]
O=C(OCCCN1CCCCC1)c1ccc(O)cc1 | -3%
CCOC(=O)C1CCCN(c2c(NCCCN(C)Cc3ccccc3)c(=O)c2=O)C1 (centres undefined) | -3%
CC1CCCN(c2nc3c(c(=O)n(C)c(=O)n3C)n2Cc2ccccc2)C1 (centres undefined) | 11%
O=C(COc1ccc(Cl)cc1)N1CCN(Cc2ccc3c(c2)OCO3)CC1 | -3%[12.8 µM]
O=C(NCCCN1CCOCC1)c1ccc(S(=O)(=O)N2CCOCC2)cc1 | 13%
CCC(=O)Nc1ccc(C(=O)CSc2nnc(CNc3ccc(Cl)cc3)o2)cc1OC | 1%

Continued.
SMILES | AmpC det inh
CCOC(=O)c1c(N)n(Cc2ccccc2)c2nc3ccccc3nc12 | 3%
Oc1ccc(Cl)c(Cl)c1Cl | 6%
CC(C(=O)O)N1C(=O)c2cccc3cccc1c23 (centres undefined) | -5%
CSc1nc(C)cc(NC(N)=O)n1 | 15%
COC(=O)C1=CN(CCCN2CCCC2=O)C=C(C(=O)OC)C1c1ccccc1C(F)(F)F | -4%
O=C(NC(Cc1ccc2c(c1)OCO2)C(=O)N1CCCC1C(=O)O)c1ccccc1 (centres undefined) | -4%
COc1ccc(C(=O)Nc2ccc(N3CCOCC3)cc2)cc1OC | -2%
Cc1ccc2nc(-c3ccccn3)cc(C(=O)N3CCN(c4ncccn4)CC3)c2c1 | -5%
CCOC(=O)c1cc2oc(C)cc2n1CC(=O)OC1CCCCC1 | 5%
CC(C(=O)NC(=O)NC1CCCCC1)N1CCN(c2ccccn2)CC1 (centres undefined) | 0%
Cc1ccnc(N2C(=O)c3ccccc3C2Nc2ccc3c(c2)OCCO3)c1 (centres undefined) | 9%
Cc1cc(=O)oc2cc(OC(C)C(=O)N3CCCc4ccccc43)ccc12 (centres undefined) | -6%
CCCC[C@H]1C[C@@H]1[C@@H]1N(P(=O)(c2ccccc2)c2ccccc2)C[C@@](O)(c2ccccc2)CC12CC2 | 4%
COc1ccccc1N1CCN(C(=O)c2oc3cc(C)c(C)cc3c2C)CC1 | -6%
O=C(Oc1ccccc1)N1CCC2(CCCN(c3ncccn3)C2)CC1 | 4%
Cc1c(C(=O)c2no[n+]([O-])c2C(=O)c2cnn(C)c2C)cnn1C | -1%
CCCSc1nc(C)c(-c2csc(C(C#N)=C3CCCC3)n2)cc1C#N | 0%
Cc1c(Cl)cccc1-n1nnnc1-c1cccs1 | 9%
O=C(NCCO[N+](=O)[O-])c1cccnc1 | 1%
O=C(CCN1C(=O)c2ccccc2C1=O)Nc1sc2c(c1C(=O)NCc1ccco1)CCCC2 | -3%
COc1cc(OC)cc(-c2nc(-c3ccc(Br)cc3)no2)c1 | -2%
COc1cccc(C2CC(=O)Nc3cc4c(cc32)OCCO4)c1OC(C)C (centres undefined) | 4%
O=C(CCNS(=O)(=O)c1cccs1)Nc1nccs1 | -5%
COc1ccc(N2Cc3cccc(C(=O)NC(C)CCc4ccco4)c3C2=O)cc1 (centres undefined) | 18%
Cc1ccc(NC(=O)c2oc3ccccc3c2NC(=O)c2ccc3c(c2)OCO3)cc1 | 1%
COc1cccc2c1C(=O)c1c(O)c3c(c(O)c1C2=O)C[C@](O)(/C(C)=N\O)C[C@@H]3O[C@H]1C[C@H](N)[C@@H](O)[C@H](C)O1 | 2%[5.75 µM]
COc1ccc(NC(C)=O)cc1NC(C)C(=O)Nc1ccccc1F (centres undefined) | -2%
O=C(Nc1ccccc1C(=O)NCc1cccnc1)c1ccco1 | 7%
O=C(CSc1nnc(-c2ccccc2)n1Cc1ccccc1)N1CCOCC1 | -3%
CCOc1nc(-c2ccccc2)ccc1-c1noc(-c2cccnc2)n1 | 5%
CC(C)CC(=O)N1CCN(C(=O)c2cccc(F)c2)CC1 | 9%
Cc1cc(C(=O)NCC(c2ccco2)N(C)C)no1 (centres undefined) | -3%
CCCCc1ccc(NC(=O)N[C@H](C(=O)O)C(C)CC)cc1 (some centres undefined) | -4%
Nc1nc2c(ncn2COCCO)c(=O)[nH]1 | 3%[12.8 µM]
CCCCCCC(=O)Nc1ccc(Cl)cn1 | -3%
Cc1ccc(CN2C(=O)CCC2C(=O)NC2CCCC2)cc1 (centres undefined) | -4%
COc1ccc(C2C(C#N)=C(N)N3C(=C2C#N)Sc2ccccc23)cc1 (centres undefined) | 15%
COCCN1CCn2c(nc3cc(NC(=O)c4ccc(OC)cc4)ccc32)C1 | -3%
CCOc1ccccc1/C=C(\C#N)C(N)=O | 5%[5.75 µM]
COc1ccc2[nH]c(C(=O)c3ccccc3)cc2c1 | -3%
O=c1c2ccccc2nnn1Cc1nnc(-c2ccccc2Br)o1 | 0%
COc1ccc(OC)c(NC(=O)CN2C(=O)c3ccccc3S2(=O)=O)c1 | -3%
COC(=O)C(NC(=O)c1ccccc1)=C1CCCCC1 | 10%
CCOC(=O)C1=C(CS(=O)(=O)c2ccc(F)c(C)c2)NC(=O)NC1c1ccc(O)c(O)c1 (centres undefined) | 10%
CC1=CC(=O)C2=C(C)C[C@H](O)[C@@H]3[C@@H](OC(=O)[C@H]3C)[C@H]12 | 0%
NC(=O)CNC(=O)C1CCCc2c1[nH]c1ccc(Cl)cc21 (centres undefined) | 1%
CCCCn1c(C(C)O)nc2ccccc21 (centres undefined) | -3%
CCCN(CCC)CCNC(=O)Cn1cnc2sc(C)c(S(=O)(=O)N3CCOCC3)c2c1=O | 0%
CCOC(=O)Cn1ncc2c(=O)oc3ccccc3c21 | -3%
COCCNC(=O)c1csc2c1CCCC2 | -3%
CCOC(=O)N1CCN(C(=O)c2ccc3nc4ccc(Cl)cc4c(=O)n3c2)CC1 | 2%
CC(C)n1nnnc1SCC(=O)NCc1ccco1 | 1%
N#CCCn1c(=O)cnc2cnc(Nc3ccccc3)nc21 | -1%
c1ccc(-c2noc(-c3ccco3)n2)nc1 | 2%
COc1ccc(-n2c(Cc3cccn3C)nnc2SCC(=O)NCCc2ccccc2)cc1 | -3%
CCc1ccc2[nH]c(=O)c(CN(CCN(CC)CC)C(=O)Nc3ccccc3OC)cc2c1 | 6%
Cc1cc(NS(=O)(=O)c2ccccc2)no1 | 13%
CCNc1nc(SC(C(C)=O)C(C)=O)nc(N(C)C)n1 | -5%
COCCCn1c(=O)c2ccccc2c2ccccc2c1=O | -1%
COc1ccc(CCN2CCC(Nc3nc4ccccc4n3Cc3ccc(F)cc3)CC2)cc1 | -3%[12.8 µM]

(more compounds)
SMILES | AmpC det inh
CCCCn1c(SCc2ccc(C(=O)OC)o2)nc2cc(S(N)(=O)=O)ccc21 | 1%
FC(F)(F)c1ccccc1-c1nc(N2CCOCC2)c2ccccc2n1 | 4%
COc1ccc(C(=O)NCCn2cc(SCC(=O)NCc3ccco3)c3ccccc32)cc1 | 0%
COCCNc1ncncc1-c1c(C)noc1C | 6%
CCOc1ccccc1NC(=O)COc1cccc(-n2cnnn2)c1 | -4%
CCCc1nnc(NC(=O)CCC(=O)N2CCN(CCn3c(C)ccc3C)CC2)s1 | 1%
CN(Cc1ccccc1)C(=O)N[C@@H](Cc1ccccc1)C(=O)O | -3%
CCN(CC)C(=O)CC(c1ccc(F)cc1)c1ccco1 (centres undefined) | -3%
COc1ccc(N2CCN(CCNC(=O)c3ccc(NC(=O)C4CCCO4)cc3)CC2)cc1 (centres undefined) | -3%

Structures from the list above that have a furan ring, fused or not, in the order listed:
SMILES | AmpC det inh
O=C(OCC(=O)N1CCN(C(=O)c2ccco2)CC1)c1ccccc1C(=O)c1ccc(Cl)cc1 | -4%
O=C(CSc1nnc(Cc2cccs2)n1Cc1ccco1)Nc1ccc(Cl)cc1Cl | -5%
CCOC(=O)C1=C(C)NC(=O)NC1c1ccoc1 (centres undefined) | -5%
CC1=c2c(oc3cc(O)c(Nc4c(C)cc(O)cc4O)c(C)c23)=CC(=O)C1=Nc1c(C)cc(O)cc1O | -2%[5.75 µM]
CCOC(=O)c1cc2oc(C)cc2n1CC(=O)OC1CCCCC1 | 5%
COc1ccccc1N1CCN(C(=O)c2oc3cc(C)c(C)cc3c2C)CC1 | -6%
O=C(CCN1C(=O)c2ccccc2C1=O)Nc1sc2c(c1C(=O)NCc1ccco1)CCCC2 | -3%
COc1ccc(N2Cc3cccc(C(=O)NC(C)CCc4ccco4)c3C2=O)cc1 (centres undefined) | 18%
Cc1ccc(NC(=O)c2oc3ccccc3c2NC(=O)c2ccc3c(c2)OCO3)cc1 | 1%
O=C(Nc1ccccc1C(=O)NCc1cccnc1)c1ccco1 | 7%
Cc1cc(C(=O)NCC(c2ccco2)N(C)C)no1 (centres undefined) | -3%
CC(C)n1nnnc1SCC(=O)NCc1ccco1 | 1%
c1ccc(-c2noc(-c3ccco3)n2)nc1 | 2%
CCCCn1c(SCc2ccc(C(=O)OC)o2)nc2cc(S(N)(=O)=O)ccc21 | 1%
COc1ccc(C(=O)NCCn2cc(SCC(=O)NCc3ccco3)c3ccccc32)cc1 | 0%
CCN(CC)C(=O)CC(c1ccc(F)cc1)c1ccco1 (centres undefined) | -3%
